TrxR1 substrate = qHTS Assay for Substrates of Mammalian Selenoprotein Thioredoxin Reductase 1 (TrxR1): qHTS. Thioredoxin reductase 1, cytoplasmic (Rattus norvegicus), O89049. purified TrxR1 substrate turnover, NADPH consumption readout. Potency, µM (series often up to 114 µM), for inactives: at the top dose activity change, negative = substrate turnover. 390,000 tested, 0.01% active; further: potency means the concentration at half of the fitted maximal effect; on the % scale 0 is the no-effect control and ±100 the full control effect; nearly all actives have a fitted effect of over 50% in size
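Rat TrxR1, dispensed at 90 nM, was prereduced with 400 uM NADPH (final) for 5 min at ~22 deg C, then incubated with compound 15 min before 400 uM selenite. A first-read NADPH fluorescence drop versus no-compound background flagged substrates.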
USP1-UAF1 inh = Inhibitors of USP1/UAF1: Primary Screen | recombinant USP1/UAF1, Ub-Rhodamine cleavage fluorescence | Potency, µM (top dose mostly 57.1 µM), inactives show at the highest dose activity change, negative = inhibition, usual class: inhibitors | 390,000 tested, 0.23% active; further: potency means the concentration at half of the fitted maximal effect; on the % scale 0 is the no-effect control and ±100 the full control effect; nearly all actives have a fitted effect of over 60% in size; inactives centre near -12
Target sequence (O94782 whole entry, looked up): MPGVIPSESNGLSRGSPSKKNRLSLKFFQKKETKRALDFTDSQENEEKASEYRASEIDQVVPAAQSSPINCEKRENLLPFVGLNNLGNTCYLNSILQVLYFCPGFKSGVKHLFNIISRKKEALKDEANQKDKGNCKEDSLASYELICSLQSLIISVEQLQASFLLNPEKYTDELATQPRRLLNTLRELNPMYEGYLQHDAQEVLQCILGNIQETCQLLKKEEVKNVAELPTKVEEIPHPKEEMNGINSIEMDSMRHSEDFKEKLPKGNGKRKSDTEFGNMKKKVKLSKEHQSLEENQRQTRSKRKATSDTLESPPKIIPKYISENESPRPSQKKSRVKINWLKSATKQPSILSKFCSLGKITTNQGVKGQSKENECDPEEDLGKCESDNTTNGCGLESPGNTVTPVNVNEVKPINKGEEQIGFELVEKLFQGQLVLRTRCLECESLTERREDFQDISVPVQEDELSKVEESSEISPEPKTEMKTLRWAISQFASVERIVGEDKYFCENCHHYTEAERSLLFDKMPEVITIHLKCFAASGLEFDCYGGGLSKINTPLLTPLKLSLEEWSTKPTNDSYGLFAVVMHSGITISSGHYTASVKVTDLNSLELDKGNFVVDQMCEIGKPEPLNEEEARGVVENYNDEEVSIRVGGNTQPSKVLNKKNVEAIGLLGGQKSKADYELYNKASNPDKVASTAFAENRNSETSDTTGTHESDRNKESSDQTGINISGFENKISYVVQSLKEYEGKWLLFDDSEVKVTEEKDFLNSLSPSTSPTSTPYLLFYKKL
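USP1/UAF1 complex at 1 nM was preincubated with compound for 15 min at room temperature, then Ub-Rho substrate (150nM final) was added. Fluorescence (480/540 nm) was read kinetically, 6 reads every 60 seconds.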
PGK inhibitor = qHTS Assay to Find Inhibitors of Phosphoglycerate Kinase. Potency, µM (titrated, usually from 57.5 µM), inactives show top-dose activity change, negative = inhibition, hits mostly inhibitors. PGK/GAPDH coupled, Kinase-Glo luminescence, 60 min. 380,000 tested, 0.043% active. AID 602233, 2012. Phosphoglycerate kinase, glycosomal (Trypanosoma brucei brucei), P07378; further: potency means the concentration at half of the fitted maximal effect; on the % scale 0 is the no-effect control and ±100 the full control effect; nearly all actives have a fitted effect of over 60% in size
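Luminescent ATP detection (Kinase-Glo Plus) follows a 60-minute room-temperature incubation, with wells lacking PGK as controls. Buffer: 100 mM TEA (pH 7.6), 5 mM MgCl2, 0.01% Tween-20. Coupling enzyme GAPDH (100 nM final) supplies unstable 1,3-BPG in-well.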
IDH1 R132H inh = qHTS for Inhibitors of mutant isocitrate dehydrogenase 1 (IDH1): qHTS | IDH1-R132H enzyme, NADPH consumption, diaphorase/resazurin fluorescence | Potency, µM (highest dose often 76.6 µM), inactives show at the highest dose activity change, negative = inhibition, hits mostly inhibitors | 390,000 tested, 0.093% active | AID 602179, 2012; further: potency means the concentration at half of the fitted maximal effect; on the % scale 0 is the no-effect control and ±100 the full control effect; nearly all actives have a fitted effect of over 65% in size
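IDH1-R132H (0.5 ug/mL dispensed) in pH 7.5 Tris buffer was preincubated 30 min with compound, then given a substrate mix of 0.016 mM NADPH and 2 mM alpha-KG for 80 min at room temperature; remaining NADPH was read by diaphorase/resazurin fluorescence.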
GLS inh = qHTS for Inhibitors of Glutaminase (GLS). GLS enzymatic activity, qHTS titration. Potency, µM (titrated, usually from 45.5 µM), for the others: top-dose activity change, negative = inhibition, most hits filed as inhibitors. 410,000 tested, 0.21% active. AID 624170, 2012; further: potency means the concentration at half of the fitted maximal effect; on the % scale 0 is the no-effect control and ±100 the full control effect
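hKGA in 45 mM KH2PO4 pH 8.2, 0.02% Tween-20 with pin-transferred compounds; 1 mM L-glutamine (stock) plus glutamate oxidase/HRP/Amplex Red coupling added. Fluorescence read initially and after 30 min at RT.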
HP1b chromo inh = HTS for Inhibitors of HP1-beta Chromodomain Interactions with Methylated Histone Tails. 390,000 tested, 0.56% active. AID 540317, 2011. Potency, µM (highest dose often 114 µM), for the others: top-dose activity change, negative = inhibition, actives largely listed as inhibitors. Chromobox protein homolog 1 (Homo sapiens), P83916. AlphaScreen HP1-beta / biotin-H3K9me3 peptide binding; further: potency means the concentration at half of the fitted maximal effect; nearly all actives have a fitted effect of over 70% in size; inactives centre near 23
Target sequence (P83916 whole entry, looked up): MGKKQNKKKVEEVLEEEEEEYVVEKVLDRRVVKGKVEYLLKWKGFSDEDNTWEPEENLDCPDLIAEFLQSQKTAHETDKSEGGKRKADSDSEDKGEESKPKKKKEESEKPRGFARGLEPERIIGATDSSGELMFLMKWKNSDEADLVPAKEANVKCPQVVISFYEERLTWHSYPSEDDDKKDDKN
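HP1-beta protein (50 nM final) preincubated 30 min at room temperature with biotinylated H3(1-18)K9me3 peptide (50 nM) in PBS pH 7.4, 0.01% Tween-20, then compound added for 30 min. AlphaScreen streptavidin donor/nickel chelate acceptor beads (10 ug/mL final), 30 min dark, luminescence read.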
TrxR1 inh = qHTS Assay for Inhibitors of Mammalian Selenoprotein Thioredoxin Reductase 1 (TrxR1): qHTS; recombinant rTrxR1, NADPH fluorescence consumption, selenite substrate; Potency, µM (top dose mostly 114 µM), inactives show at the top dose activity change, negative = inhibition, actives largely listed as inhibitors; Thioredoxin reductase 1, cytoplasmic (Rattus norvegicus), O89049; 390,000 tested, 1% active; further: potency means the concentration at half of the fitted maximal effect; on the % scale 0 is the no-effect control and ±100 the full control effect; nearly all actives have a fitted effect of over 65% in size
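Rat TrxR1 (90 nM in the dispensed reagent) was pre-reduced with 400 uM NADPH for 5 min at room temperature, then incubated with compound for 15 min. After 400 uM selenite was added, NADPH fluorescence (Ex 340/Em 450 nm) was followed for 8 min.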
Pin1 inh = qHTS Assay to Find Inhibitors of Pin1. Peptidyl-prolyl cis-trans isomerase NIMA-interacting 1 (Homo sapiens), Q13526. Pin1 FP peptide displacement, HiFluor488, 10 min. Potency, µM (doses to about 115 µM), for the others: at the top dose activity, negative = inhibition, most hits filed as inhibitors. 390,000 tested, 0.009% active. AID 504891, 2011; active means well fitted inhibition curve with a large enough effect in the polarisation, with a control signal flat, not every such curve was filed as active; inconclusive means small, poorly fitted or top-dose-only effect, or effect the other way, or a change in a side signal; inactive means no such curve, though single readings can be large or run the other way; the % refers to the polarisation; further: potency means the concentration at half of the fitted maximal effect; on the % scale 0 is the no-effect control and ±100 the full control effect
PI4K2A inh = qHTS for small molecular inhibitors of PI4K2A; activity change, negative = inhibition, % at 76.9 µM; purified PI4K2A, ADP-Glo luminescence, 1 h; stronger effect = lower value; 420,000 tested, 0.13% active; AID 1346378, 2018; in the data active means activity change below about -50%; inconclusive means mostly about -30% to -49%;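 further: -100% = wells without enzyme as full effect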
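Compounds are screened against recombinant PI4K2A using PI as substrate and ATP, the latter dispensed at 300 microM. Reactions run one hour at ambient temperature before ADP-Glo detection; full inhibition defined by wells lacking enzyme.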
An asterisk follows results filed as active; i = inactive; ? = inconclusive; . = no result given; [ ] = dose if it differs, or a comment. Unless noted, the call rests on the fitted dose curve; in most records, active means well fitted curve in the direction sought with a large enough effect; inconclusive means small, poorly fitted or top-dose-only effect, or another doubt; inactive means no such curve, though single readings can be large; an effect the other way counts as inactive or inconclusive. Only part of the results is shown (hit frequency here may not be typical).

SMILES	TrxR1 substrate	USP1-UAF1 inh	PGK inhibitor	IDH1 R132H inh	GLS inh	HP1b chromo inh	TrxR1 inh	Pin1 inh	PI4K2A inh
c1ccc(-c2nc3ccccn3c2NC2CCCC2)nc1	-1%	-26%	4%	-7%	-15%	-10%	5%	-6%	-1
O=C(NC1CC1)c1ccc(N2CCCCC2)c([N+](=O)[O-])c1	-21%	-4%	-1%	0%	7%	-2%	?	2%	-5
Cc1ccc(S(=O)(=O)N/N=C/c2ccccc2O)cc1	-3%	-16%	i	4%	5%	25%	16%	-12%	-3
Cc1ccc(NC(=S)NN2CCOCC2)c(C)c1	-4%	-12%	-2%	0%	13%	20%	-5%	7%	-2
CSc1ccc(CNC2CC2)cc1	1%	9%	.	3%	30%	21%	6%	-3%	6
CCCNC(=O)C(Cc1ccccc1)NC(=O)c1cccc([N+](=O)[O-])c1 (stereo unspecified)	9%[57.1 µM]	-18%	-3%	-7%	15%	25%	19%[57.1 µM]	-5%	-1
CC(=O)c1cccc(NC(=O)C2C3C=CC(C3=C(c3ccccc3)c3ccccc3)C2C(=O)O)c1 (stereo unspecified)	2%	-8%	-15%	-3%	2%	6%	13%	.	0
CCC(Sc1ccc(Cl)cc1)C(=O)Nc1nnc(-c2cccc([N+](=O)[O-])c2)s1 (stereo unspecified)	-6%[57.1 µM]	0%	6%	1%	-1%	37%	0%[57.1 µM]	0%	5
Cn1cc(C(=O)N/N=C/c2ccc3c(c2)OCO3)c2ccccc21	-1%	-23%	i	1%	0%	58%[activator]	11%	-9%	4
C=CCNC(=O)c1onc(CSc2ccccc2C)c1C(=O)O	6%	-29%	i	9%	3%	56%[activator]	20%[57.1 µM]	-6%	-4
Cc1cccc(NC(=S)NC(=O)/C=C/c2ccco2)c1	4%	-11%	-9%	13%	0%	?	22µM*	2%	-13
CN(Cc1cccc(F)c1)C(=O)c1cc(S(=O)(=O)N2CCOCC2)ccc1N1CCCC1	-5%	-5%	5%	-10%	-1%	25%	2%	-4%	2
CC(C)Cn1c(N)c(C(=O)COC(=O)c2cccn2C)c(=O)n(C)c1=O	-9%	0%	8%	-2%	0%	31%	-10%	-2%	5
O=C1NN(c2cccc(Br)c2)C(=O)/C1=C\c1ccc(O)cc1	-6%[57.1 µM]	?	i	-3%	0%	2%	?	.	-12
CC(C)c1ccc(NC(=O)Cn2c3ncccc3c(=O)n2-c2ccccc2)cc1	31%[activator][57.1 µM]	-20%	6%	-7%	5%	29%	-27%[57.1 µM]	37%[activator]	-1
CC(Oc1ccc(C(=O)NCCc2ccccc2)cc1)C(=O)O (stereo unspecified)	0%	-10%	-4%	-5%	-15%	9%	10%	-8%	-3
Cc1ccc(NC(=O)CCc2nnc3ccc(NCc4ccco4)nn23)cc1F	13%	-12%	-7%	2%	-1%	0%	-6%	-2%	-14
O=C(c1ccc(N2CCC3(CC2)OCCO3)c([N+](=O)[O-])c1)N1CCOCC1	3%[57.1 µM]	-10%	-2%	-9%	6%	2%	3%[57.1 µM]	4%	-2
Cc1cc(C)n2c(SCC(=O)Nc3ccccc3C#N)nnc2n1	4%	-25%	-9%	-5%	0%	38%	13%	14%	-9
O=C(Nc1cccn2ncnc12)C(Cl)Cl	4%	-2%	8%	-1%	7%	33%	10%	-3%	2
Cn1ncc2c(Nc3ccccc3Cl)nc(Cl)nc21	1%	-20%	1%	3%	2%	25%[57 µM]	13%	0%	-19
CC(C)(C)NC(=O)C(c1c[nH]c2ccccc12)N(C(=O)Cn1nnc(-c2ccc(F)cc2)n1)c1cccc(O)c1 (stereo unspecified)	-2%	-18%	-10%	-4%	-10%	?	7%	18%	-2
COc1ccccc1N1CCN(/N=C/C(Cl)=C/c2ccccc2)CC1	-6%	-24%	-8%	1%	0%	-8%	-3%	1%	1
O=C(Cn1c(=S)[nH]c2ccccc21)c1ccccc1	-7%	4%	-6%	5%	11%	42%[activator]	0%[57.1 µM]	1%	-9
O=C(O)c1ccc2cc[nH]c2c1	41%[activator]	-22%	4%	2%	-6%	33%	-1%	-2%	5
CC(=O)c1cccc(NC(=O)CCNS(=O)(=O)c2cccc(C(C)=O)c2)c1	18%[57.1 µM]	-12%	i	10%	0%	35%	6%[57.1 µM]	-3%	0
CCCC(C)C(=O)NCc1ccccc1OC (stereo unspecified)	3%	-18%	8%	-4%	2%	42%[activator]	15%	?	12
NC(=S)NN=Cc1ccc(-c2ccc(S(=O)(=O)Nc3ncccn3)cc2)o1	22%[57.1 µM]	-26%	-29%	-2%	23%	?	6%[57.1 µM]	?	-13
Cc1ccc(S(=O)(=O)N(C)C)cc1NC(=O)C1CCC1	5%[57.1 µM]	?	-4%	-4%	0%	9%	20%[57.1 µM]	0%	3
O=C(Nc1cccc(S(=O)(=O)N2CCCC2)c1)c1cccc(OC(F)F)c1	0%[57.1 µM]	-25%	4%	0%	-2%	31%	2%[57.1 µM]	1%	-3
CCOC(=O)c1c(C)oc2c(CC(=O)c3ccccc3)c(Cl)c(O)c(O)c12	-5%	-5%	-6%	3%	24%	-8%	-2%	-2%	3
CC1=C/C(=C/N(C)C)C(=O)O1	-5%	-17%	i	10%	-5%	45%[activator]	-28%	-7%	3
COc1ccc(-c2noc(CSc3nc(N)c(-c4ccccc4)c(=O)[nH]3)n2)cc1	6%	-4%	-5%	0%	4%	2%	19%	0%	-8
CC(O)CNc1nc2c(c(=O)n(Cc3ccc(Br)cc3)c(=O)n2C)n1C (stereo unspecified)	-5%	-19%	i	-6%	20µM*	20%	12%	-3%	-6
CCN1CCN(C(=O)c2cc3c(-c4ccc(Cl)cc4)nn(C)c3s2)CC1	16%	?	1%	-3%	-1%	45%[activator]	12%	?	3
COC(=O)c1ccc2ccn(CC(=O)NC3CCCCC3)c2c1	36%[activator]	-11%	3%	2%	-8%	32%[activator]	1%	4%	1
CCCC(=O)N1CCN(c2ccc(NC(=O)c3sc4ccccc4c3Cl)cc2)CC1	-2%	-21%	0%	-1%	1%	22%	12%	0%	8
O=C(OCCN1CCCC1=O)c1cncc(Br)c1	7%[57.1 µM]	0%	9%	8%	2%	19%	4%[57.1 µM]	-2%	4
COc1cc(NC(=O)C2CCN(c3nnc(C)c4c(C)n(-c5ccccc5)nc34)CC2)cc(OC)c1	-1%	-9%	-10%	3%	5%	-5%	31%	-3%	1
O=C(COc1ccc(/C=N/NC(=O)c2ccc(O)cc2)cc1)Nc1ccc([N+](=O)[O-])cc1	2%	-6%	-2%	3%	-9%	21%	-2%	?	0
CC(C)(CNS(=O)(=O)c1ccc(Br)s1)N1CCOCC1	0%	-18%	i	0%	-1%	25%	-15%	-1%	-3
Cc1ccc(C(=O)N/C(=C/c2cccs2)C(=O)NCCc2c[nH]c3ccccc23)cc1	-13%	-9%	-5%	-8%	11%	-21%	-8%	-1%	3
Cc1ccn2cc(C34CC5CC(CC(C5)C3)C4)nc2c1	11%	-3%	-8%	-3%	7%	-16%	10%	-4%	3
COc1ccc(NC(=O)Cc2cccc(F)c2)cc1S(=O)(=O)Nc1ccccc1Cl	0%	-14%	-10%	-4%	-5%	17%	11%	-3%	4
CCc1ccc(NC(=O)Cn2nc(SC)c(S(=O)(=O)c3ccc(OC)cc3)c2N)cc1	1%[57.1 µM]	-29%	i	6%	0%	72%[activator]	17%[57.1 µM]	2%	-2
CC(C)[C@H](NC(=O)c1ccco1)C(=O)OCC(=O)c1ccc2c(c1)NC(=O)CO2	11%	-8%	-12%	-1%	-8%	3%	16%[57.1 µM]	-1%	-6
O=C(Cn1c(=O)sc2ccccc21)N1CCOCC1	9%	-8%	-1%	-2%	11%	14%	19%	6%	1
COc1ccc(CCNC(=O)CN(CCc2ccccc2)S(C)(=O)=O)cc1OC	-14%[57.1 µM]	-10%	i	11%	1%	-22%	26%[57.1 µM]	-2%	-10
COc1ccc(OCC(=O)Nc2cccc(-c3nc4ccccc4o3)c2)cc1	13%	-23%	i	4%	-12%	33%	11%	3%	0
O=C(NCc1ccc2c(c1)OCO2)C(=O)NCC1CCCO1 (stereo unspecified)	15%[57.1 µM]	1%	i	3%	-4%	39%[activator]	26%[57.1 µM]	-4%	-4
